Compound activity: PubChem, several laboratories
CHRM4 agonist: agonists of human muscarinic M4 receptor (CHRM4); activation, % at 3 µM; P08173; CHO-K1 hM4/Gqi5, Fluo-8 calcium fluorescence; vehicle 0%, full acetylcholine response 100%; 360,000 compounds, 0.14% hits; AID 624127;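 active means activation above the run mean over all test wells plus 3 SD, cut at about 32% in these data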;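 further: peak over basal fluorescence ratio per well then scaled between controls; 0% = DMSO wells and 100% = acetylcholine at EC100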
Target sequence (P08173 whole entry, looked up): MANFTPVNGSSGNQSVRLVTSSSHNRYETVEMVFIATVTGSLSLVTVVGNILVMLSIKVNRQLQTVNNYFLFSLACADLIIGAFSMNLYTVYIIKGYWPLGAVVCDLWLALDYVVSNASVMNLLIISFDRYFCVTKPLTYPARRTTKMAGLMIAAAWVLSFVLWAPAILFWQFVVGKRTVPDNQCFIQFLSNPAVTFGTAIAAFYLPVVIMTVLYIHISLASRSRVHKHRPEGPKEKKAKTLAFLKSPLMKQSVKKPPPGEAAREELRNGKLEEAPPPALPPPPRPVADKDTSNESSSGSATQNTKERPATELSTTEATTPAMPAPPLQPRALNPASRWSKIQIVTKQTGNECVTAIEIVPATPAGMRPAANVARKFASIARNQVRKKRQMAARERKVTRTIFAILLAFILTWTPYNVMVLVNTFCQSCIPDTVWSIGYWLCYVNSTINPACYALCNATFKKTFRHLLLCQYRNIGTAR
M5 antag: CHRM5 antagonism in calcium assay; 360,000 compounds, 0.59% hits; AID 624040; CHO-hM5 cells, Fluo-8 calcium fluorescence, ACh EC80; inhibition, % at 3 µM; P08912;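 active means inhibition above a per-plate cutoff, the mean of that plate's test compounds plus 3 SD, cut at about 27% in these data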;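 further: 0% = acetylcholine EC80 with DMSO and 100% = DMSO without agonist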
Target sequence (P08912 whole entry, looked up): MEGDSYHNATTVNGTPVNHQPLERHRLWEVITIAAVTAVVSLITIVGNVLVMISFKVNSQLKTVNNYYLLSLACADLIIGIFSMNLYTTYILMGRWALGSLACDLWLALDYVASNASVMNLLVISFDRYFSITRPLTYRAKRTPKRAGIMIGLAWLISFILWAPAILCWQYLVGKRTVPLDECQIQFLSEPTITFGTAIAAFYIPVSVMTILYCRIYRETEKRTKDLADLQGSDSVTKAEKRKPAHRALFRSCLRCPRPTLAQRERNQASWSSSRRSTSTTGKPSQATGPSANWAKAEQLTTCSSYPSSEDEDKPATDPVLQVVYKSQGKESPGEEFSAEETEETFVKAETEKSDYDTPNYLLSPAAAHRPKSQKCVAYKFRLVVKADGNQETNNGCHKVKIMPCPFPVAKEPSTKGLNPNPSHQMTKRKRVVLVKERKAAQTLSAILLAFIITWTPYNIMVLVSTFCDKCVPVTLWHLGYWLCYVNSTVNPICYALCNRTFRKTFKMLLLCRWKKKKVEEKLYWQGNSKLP
M5 ag: CHRM5 agonism in calcium assay; P08912; AID 624037; activation, % at 3 µM; 360,000 compounds, 0.19% hits; CHO-K1 hM5 cells, Fluo-8 calcium fluorescence; 0% DMSO wells, 100% maximal acetylcholine response;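 active means activation above the run's mean over test compounds plus 3 SD, cut at about 23% in these data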;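 further: signal is peak over basal fluorescence ratio across the kinetic read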
CRFR2-BP ag: agonists of human CRF-binding protein/CRF-R2 receptor complex; HEK293 CRF-R2/CRF-BP, calcium dye fluorescence (FLIPR); percent of saturating CRF peptide response; activation, % at 13.2 µM; 350,000 compounds, 0.46% hits;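 active means activation of at least 50%, plus an integration ratio under a set limit after plate pattern correction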;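 further: plate controls were neutral control wells without compound for no effect and CRF at EC100 for full effect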
CHRM1 antagonist: human CHRM1 antagonism; P11229; CHO-K1 hM1, Fluo-8 calcium fluorescence, ACh EC80 antagonist; inhibition, % at 3 µM; 360,000 compounds, 1.3% hits;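 active means percent inhibition above its own plate's cutoff, namely the mean of that plate's compound wells plus 3 SD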;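 further: peak over basal fluorescence ratio during 140 s after agonist addition; 0% = ACh EC80 plus DMSO and 100% = DMSO alone without agonist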
M4 antag: antagonists of human muscarinic M4 receptor (CHRM4) | P08173 | CHO-hM4 cells, ACh EC80, Fluo-8 calcium fluorescence | inhibition, % at 3 µM | 360,000 compounds, 0.73% hits | AID 624125;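 active means inhibition above its plate's cutoff, the mean inhibition of sample wells plus 3 SD, cut at about 27% in these data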;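 further: 0% = acetylcholine EC80 with DMSO and 100% = DMSO without agonist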
CHRM4 PAM: CHRM4 positive allosteric modulation; CHO-K1 hM4/Gqi5, Fluo-8 calcium fluorescence, ACh EC20; 0% = ACh EC20, 100% = maximal ACh; activation, % at 3 µM; 360,000 compounds, 0.4% hits; AID 624126;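 active means activation above its plate's cutoff, the mean activation of sample wells plus 3 SD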; further: some results filed as inactive read as strong as hits
CHRM5 PAM: potentiates acetylcholine response at human M5 receptor. CHO-K1 hM5, Fluo-8 calcium, ACh EC20 PAM; 0% = ACh EC20, 100% = ACh EC100. 360,000 compounds, 0.3% hits. activation, % at 3 µM. P08912;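 active means activation above the run cutoff, the mean activation of all test compounds plus 3 SD, cut at about 18% in these data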
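Measured by: Fluo-8 calcium fluorescence; material: human M5 receptor in CHO-K1 cells; schedule: Post-acetylcholine fluorescence recording 140 s; benchmarks: low control EC20 acetylcholine (0%), high control EC100 acetylcholine (100%); read-out: Max/basal fluorescence ratio as % of EC20–EC100 ACh window; compound: single dose, 3 µM nominal final test concentration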
M1 PAM: potentiates human M1 receptor response to acetylcholine; 360,000 compounds, 0.088% hits; activation, % at 3 µM; AID 588819; CHO-K1 hM1, Fluo-8 calcium fluorescence, ACh EC20; 0% = ACh EC20, 100% = maximal ACh; in the data active means activation above about 19%, passing the limit was not always enough
* marks the source's active call; other numbers are inactive results; . = not tested or not shown. Outcome played no part in choosing rows; overall some 2.8% were active at least once.

SMILES | CHRM4 agonist | M5 antag | M5 ag | CRFR2-BP ag | CHRM1 antagonist | M4 antag | CHRM4 PAM | CHRM5 PAM | M1 PAM
CCOC(=O)c1sc(NC(=O)CN2C(=O)c3cccc4cccc(c34)C2=O)nc1C | 1 | -7 | 3 | -0.3 | 26 | -1 | -6 | 0 | -17
CCN(C(=O)CSc1ccccn1)C1CCCCC1 | 3 | -2 | 2 | -1.0 | -7 | -6 | 9 | 9 | 8
O=C(CSc1nnc(CNC(=O)c2cccc(C(F)(F)F)c2)o1)NCc1ccco1 | 2 | 23 | -4 | 0.9 | -3 | -4 | 3 | -8 | 4
O=C(C1CCC(=O)N(C2CC2)C1)N1CCN(c2cccc(Cl)c2)CC1 (centres undefined) | 1 | 7 | -2 | -1.6 | 9 | 5 | 0 | 2 | -3
N/C(=N\OC(=O)Cc1ccc(Cl)cc1)c1ccccn1 | 0 | 4 | -3 | -0.9 | -10 | 3 | 12 | 0 | 7
CC[C@]12C(=O)N(C)C[C@H]([C@@H]3C(=O)N(Cc4ccccc4)C(=O)[C@@H]31)N2C(=O)c1ccc(Br)cc1 | 4 | 6 | -3 | 1.0 | -4 | -18 | 7 | -4 | 7
COc1cccc(-c2oc3c(c2-c2ccc(OC)nc2)C(O)CCC3)c1 (centres undefined) | -3 | -8 | -2 | . | . | -2 | 4 | -5 | .
COc1ccc(-c2ncncc2-c2csc(C)n2)c(O)c1OC | 1 | 1 | 0 | -0.8 | 11 | 13 | 4 | 1 | 0
COC(=O)c1coc(-c2ccc(OC)cc2)c1C(=O)OC | 1 | 3 | -4 | 1.2 | 0 | -2 | 3 | 0 | 3
Cc1ccc(OCCC(=O)OCC(=O)Nc2c(C)nn(-c3ccccc3)c2C)cc1 | 12 | -5 | 8 | 0.3 | -13 | -10 | -3 | -10 | 8
COc1ccc(/C=N/NC(=O)Nc2ccc3nsnc3c2)c(OC)c1 | 2 | -11 | -4 | 2.2 | 2 | 6 | 0 | 4 | -1
CN(C(=O)CSc1nc2cc(C(=O)O)ccc2c(=O)n1Cc1ccccc1)C1CCS(=O)(=O)C1 (centres undefined) | 1 | 0 | -1 | -0.6 | -4 | 0 | 0 | 12 | 3
Oc1ccc(/C=N/Nc2nc(N3CCCCCC3)nc(N3CCCCCC3)n2)c(O)c1 | 0 | 1 | 5 | -1.9 | 1 | 0 | 5 | 4 | 5
CC(C)COP(=O)(c1ccc(N(C)C)cc1)C(O)c1ccccn1 (centres undefined) | 1 | -3 | -1 | 0.3 | 1 | 0 | 6 | 1 | 5
COc1ccc(CC(=O)N(Cc2ccccc2)c2cccc(C)c2)cc1OC | 3 | -1 | -2 | 0.5 | -10 | 2 | 4 | 1 | 4
Cc1nc2cc(NC(=O)C3COc4ccccc4O3)ccc2s1 (centres undefined) | 7 | 3 | 4 | -3.3 | -1 | 4 | -6 | 1 | 1
Cc1ccccc1-c1noc(CCC(=O)NCc2ccco2)n1 | 1 | 1 | 0 | -0.7 | -11 | 5 | -6 | 2 | 7
Cc1cc(C(=O)NNS(=O)(=O)c2ccccc2C(F)(F)F)nn1C(C)(C)C | 0 | 5 | 0 | -0.1 | 13 | 5 | -11 | -3 | -2
COc1ccc(CN2CCC(C(=O)N(C)CCc3ccc(OC)c(OC)c3)CC2)c(OC)c1 | 0 | 3 | -1 | 10 | -6 | 6 | 11 | 3 | 6
CCOc1ccc(C2C3=C(CCCC3=O)Nc3nc(C(F)(F)F)nn32)cc1OC (centres undefined) | 0 | -8 | 0 | -1.0 | 9 | 5 | 9 | 4 | 2

Quoted at random: two compounds from above
SMILES | CHRM4 agonist | M5 antag | M5 ag | CRFR2-BP ag | CHRM1 antagonist | M4 antag | CHRM4 PAM | CHRM5 PAM | M1 PAM
Cc1ccc(OCCC(=O)OCC(=O)Nc2c(C)nn(-c3ccccc3)c2C)cc1 | 12 | -5 | 8 | 0.3 | -13 | -10 | -3 | -10 | 8
COc1ccc(CN2CCC(C(=O)N(C)CCc3ccc(OC)c(OC)c3)CC2)c(OC)c1 | 0 | 3 | -1 | 10 | -6 | 6 | 11 | 3 | 6

Next part:
SMILES | CHRM4 agonist | M5 antag | M5 ag | CRFR2-BP ag | CHRM1 antagonist | M4 antag | CHRM4 PAM | CHRM5 PAM | M1 PAM
COc1ccc(C(=O)N/N=C/c2ccc(OC)c(COc3ccccc3)c2)cc1 | 8 | 6 | -1 | 1.2 | 4 | -1 | -5 | -3 | 8
Cc1cc(NC(=O)Nc2c[nH]c(=O)[nH]c2=O)ccc1Br | . | 6 | -2 | 0.6 | -3 | 5 | 2 | 2 | 4
CCOC(=O)c1[nH]ncc1CN1CCC(Cc2cccc(OC)c2)(C(=O)OCC)CC1 | 0 | 3 | 1 | 1.3 | -12 | -5 | -3 | 0 | 7
Cc1ccc(-c2nc(CSc3nc4ccccc4c(=O)n3C)cs2)cc1 | 2 | -7 | 0 | 4.9 | 4 | -4 | -3 | 10 | -1
CCC(C)c1c(N)n(S(=O)(=O)c2ccc(C)cc2)oc1=O (centres undefined) | 3 | 2 | 7 | 1.7 | -11 | 13 | 2 | 15 | -2
COc1ccccc1N/C=C/C(=C(C#N)C#N)N(C)C | 1 | 2 | -1 | -1.9 | -11 | -3 | 0 | -5 | 7
Cc1nn(CC(=O)OCC(=O)NCCc2ccc(S(N)(=O)=O)cc2)c(C)c1[N+](=O)[O-] | 3 | 14 | 5 | -1.1 | 9 | 3 | -4 | -12 | -5
Nc1ccc2c(c1)C(=O)N(CCCCCC(=O)O)C2 | 0 | 8 | -1 | -1.8 | 9 | 2 | 1 | -2 | -6
COc1cc(C(=O)Nc2nnc(-c3sccc3C)s2)cc(OC)c1OC | 1 | -1 | -1 | -1.0 | -18 | -1 | 12 | -3 | 4
O=c1cc(Cl)[nH]c(=O)n1Cc1ccc(F)cc1 | 0 | 4 | -3 | 1.6 | -11 | -9 | 0 | -1 | 8
COc1ccc(/C=N/OCC(=O)N(Cc2ccc(OC)cc2)c2ccccc2C(=O)O)cc1 | 0 | 2 | -1 | -0.8 | -6 | 7 | -9 | -2 | 4
CCOc1ccc(S(=O)(=O)Nc2ccc(S(=O)(=O)N3CCCCC3)cc2)cc1 | 1 | 10 | -2 | 0.7 | -10 | -4 | 0 | -7 | 8
CCOC(=O)C1CCCN(C(=O)c2cn(C)c3ccc(S(=O)(=O)N4CCCC4)cc3c2=O)C1 (centres undefined) | -1 | 3 | 3 | 2.2 | 3 | 9 | -10 | 3 | -3
COc1ccc(NC(=O)c2ccc(NS(=O)(=O)c3cccc4cccnc34)cc2)cc1 | 7 | -4 | -5 | -1.5 | -9 | -6 | -1 | -6 | 6
CCN(CC)CCn1c2c(c(SCC(=O)Nc3ccc(F)c(F)c3)nc1=O)CCC2 | 2 | -2 | -9 | 1.1 | 15 | -14 | 4 | 8 | -7
O=C(COc1ccc(Cl)cc1)Nc1cnn(Cc2c(Cl)cccc2Cl)c1 | 1 | -1 | -6 | 1.0 | 11 | 4 | 7 | -4 | -4
N#CCSc1nc2c(cc1C#N)CCCCCC2 | 1 | 3 | -14 | -2.0 | 26 | 12 | -13 | -23 | -21
O=C(c1cc(-c2ccccc2)on1)N(Cc1cccnc1)C(c1ccccn1)c1nc2ccccc2[nH]1 (centres undefined) | 6 | -1 | 2 | . | -3 | 2 | 2 | -5 | -9
COC(=O)C1SCCN1S(=O)(=O)c1ccc(Cl)cc1 (centres undefined) | 0 | 0 | -2 | -0.7 | -14 | 5 | -3 | 3 | 5
Clc1c(OCCCn2ccnc2)ccc2ccccc12 | 10 | 17 | -12 | -0.2 | 12 | -2 | -7 | -8 | -8

4 entries from above in a different format.
CHRM4 agonist	M5 antag	M5 ag	CRFR2-BP ag	CHRM1 antagonist	M4 antag	CHRM4 PAM	CHRM5 PAM	M1 PAM	compound
1	-1	-6	1.0	11	4	7	-4	-4	O=C(COc1ccc(Cl)cc1)Nc1cnn(Cc2c(Cl)cccc2Cl)c1
1	3	-14	-2.0	26	12	-13	-23	-21	N#CCSc1nc2c(cc1C#N)CCCCCC2
6	-1	2	.	-3	2	2	-5	-9	O=C(c1cc(-c2ccccc2)on1)N(Cc1cccnc1)C(c1ccccn1)c1nc2ccccc2[nH]1 (centres undefined)
0	0	-2	-0.7	-14	5	-3	3	5	COC(=O)C1SCCN1S(=O)(=O)c1ccc(Cl)cc1 (centres undefined)

Continued:
SMILES | CHRM4 agonist | M5 antag | M5 ag | CRFR2-BP ag | CHRM1 antagonist | M4 antag | CHRM4 PAM | CHRM5 PAM | M1 PAM
Cc1cc(CC(=O)O)c(C)cc1CC(=O)O | 0 | -1 | 1 | -0.1 | -1 | 11 | 7 | 0 | 1
Cc1ccc(CN=C2NC(=O)C(CC(=O)NCCc3ccccc3)S2)cc1 (centres undefined) | 1 | 6 | -1 | . | -9 | 7 | -4 | 5 | 6
O=C(Cc1ccc(F)cc1)Nc1ccc(S(=O)(=O)N2CCCCC2)cc1 | 8 | -6 | 5 | 1.0 | 2 | -11 | -3 | -1 | 0
COc1ccc(OC)c(S(=O)(=O)Nc2ccc(O)c(Sc3ncn[nH]3)c2)c1 | 1 | -4 | 2 | 2.3 | -6 | -14 | 7 | -4 | 7
CCCN(C(=O)/C=C/c1ccc(S(=O)(=O)N(CC)CC)cc1)C1CCS(=O)(=O)C1 (centres undefined) | 2 | 7 | 1 | 3.4 | 0 | -4 | -3 | 1 | 4
Cn1c(=O)c2c(nc3n2CC(O)CN3c2ccc(O)cc2)n(C)c1=O (centres undefined) | 0 | -7 | 3 | 0.7 | -17 | 14 | -5 | 2 | 8
COc1ccc(CNc2ncc(-c3ccc(F)cc3)n2C)cc1OC | 1 | 4 | -10 | -0.1 | -11 | 2 | -3 | 0 | -1
Cc1ccc(C(O)c2ncc(-c3ccc4ccccc4c3)[nH]2)cc1 (centres undefined) | 5 | -4 | -1 | . | 0 | -9 | 0 | -3 | -3
CCOC(=O)c1ccccc1NC(=O)COC(=O)CSCC(=O)Nc1cc(C)on1 | 4 | 0 | 1 | -1.7 | -5 | -7 | -2 | -1 | 0
O=C(Nc1cccc(C(F)(F)F)c1)Nc1ccc2[nH]c(=O)[nH]c2c1 | 0 | -4 | -1 | -0.5 | -9 | 4 | -3 | 3 | 8
Cc1ccc(OCC(=O)N[C@@H](C)c2nnc3ccccn23)cc1C | 1 | -4 | -3 | -0.4 | -3 | -10 | 3 | -7 | 2
O=C1NC(=O)/C(=C\c2cn(Cc3ccccc3F)c3ccccc23)N1 | 1 | 8 | 2 | -2.7 | -14 | 8 | -4 | 5 | 13
Cc1ccccc1C1C(=O)c2ccccc2C1=O | 0 | 11 | -5 | -1.0 | -21 | -4 | -2 | -3 | 7
